Bioassay records deposited in PubChem by National Center for Advancing Translational Sciences (NCATS).
KCNH2 WT inh – KCNH2 (human, wildtype) channel inhibition; activity change, % at 1.84 µM; 340,000 compounds, 0.37% hits; AID 720551; U2OS, BacMam KCNH2, thallium flux FluxOr; active compounds read low;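 active means maximum activity change below -70%; inconclusive means maximum activity change between -70% and -50%; inactive means maximum activity change above -50%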; further: on the % scale 0 is the no-effect control and ±100 the full control effect
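U2OS cells transduced with wild-type KCNH2 virus are loaded with FluxOr dye for 45 min, and thallium flux is measured in kinetic reads before and after stimulation buffer. Rate constants are normalized to DMSO controls.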
A-T KAP1 phos – potential ataxia-telangiectasia treatment | […] A-T fibroblasts, KAP-1 phosphorylation AlphaLISA; neocarzinostatin DNA damage 30 min before lysis | Potency, µM (titrated, usually from 57.5 µM), without a hit: at the highest dose activation, usual class: activators | 320,000 compounds, 0.19% hits | AID 485349; further: potency means the concentration at half of the fitted maximal effect; % of control where 0% means no effect; nearly all actives have a fitted effect of over 45% in size
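ATM-like activity read as KAP-1 phosphorylation via AlphaLISA donor/acceptor antibody pairs after lysis and 6 hr at 25C. Cells were ATM-null patient fibroblasts ([…], hTERT), dosed 60 min, then exposed to the DSB inducer NCS for 30 min.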
ELG1 repair inh – inhibitors of ELG1-dependent DNA repair in HEK293T cells; AID 504467; HEK293T ELG1-luciferase reporter, luminescence, 16 h; DNA damage induced by 5-fluorouridine; 330,000 compounds, 2.3% hits; Potency, µM (series often up to 46.1 µM), for inactives: at the highest dose activity change, negative = inhibition, actives largely listed as inhibitors; further: potency means the concentration at half of the fitted maximal effect; on the % scale 0 is the no-effect control and ±100 the full control effect; nearly all actives have a fitted effect of over 55% in size
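Luminescence from the luciferase reporter, measured 30 min after ONE-Glo reagent at room temperature, was the read-out. Beforehand, 2,000 cells per well were exposed for 16 hr at 37 °C to 5-fluorouridine together with compound or vehicle.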
Mito fusion act – inhibitors of mitochondrial division or activators of mitochondrial fusion. Potency, µM (titrated, usually from 46.1 µM), inactives show at the highest dose growth rescue (activation), most hits filed as activators. 320,000 compounds, 0.23% hits. AID 485298. S. cerevisiae fusion-defective mutant growth rescue, CellTiterGlo 48 h;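 further: potency means the concentration at half of the fitted maximal effect; % of control where 0% means no effect; nearly all actives have a fitted effect of over 45% in size; temperature-sensitive fusion mutants such as fzo1-1 at 37 °C on non-fermentable ethanol glycerol medium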
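Yeast fusion mutant, YPEG (non-fermentable carbon), compound, 48 h at 37C non-permissive; CellTiterGlo added, 10 min RT, luminescence read. Rescued growth = division inhibition.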
Eya2 inh – blocks the phosphatase activity of human Eya2; recombinant Eya2, OMFP fluorescence dephosphorylation (OMFP is methylfluorescein phosphate); 330,000 compounds, 0.006% hits; Potency, µM (series often up to 76.9 µM), for inactives: at the top dose activity, negative = inhibition, actives largely listed as inhibitors; further: potency means the concentration at half of the fitted maximal effect; on the % scale 0 is the no-effect control and ±100 the full control effect
Target sequence (O00167 whole entry, looked up): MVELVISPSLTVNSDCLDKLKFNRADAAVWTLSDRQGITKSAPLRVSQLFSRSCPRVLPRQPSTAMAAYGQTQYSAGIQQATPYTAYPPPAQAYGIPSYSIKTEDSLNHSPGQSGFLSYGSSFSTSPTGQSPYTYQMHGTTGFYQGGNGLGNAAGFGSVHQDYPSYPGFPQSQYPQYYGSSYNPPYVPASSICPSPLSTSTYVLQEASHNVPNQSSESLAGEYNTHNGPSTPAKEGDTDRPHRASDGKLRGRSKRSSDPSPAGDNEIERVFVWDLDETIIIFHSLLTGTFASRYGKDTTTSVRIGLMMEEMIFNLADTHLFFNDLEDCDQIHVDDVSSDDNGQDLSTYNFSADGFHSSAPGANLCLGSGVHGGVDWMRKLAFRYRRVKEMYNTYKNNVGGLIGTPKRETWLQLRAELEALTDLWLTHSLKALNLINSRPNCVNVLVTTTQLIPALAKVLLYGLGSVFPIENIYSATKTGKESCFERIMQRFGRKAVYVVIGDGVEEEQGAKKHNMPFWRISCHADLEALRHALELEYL
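Eya2 protein (added as 0.2 uM solution) was preincubated with compound for 10 min at ambient temperature in 50 mM HEPES pH 7.5, 50 mM NaCl, 5 uM MgCl2, 0.05% BSA, 1 mM DTT. OMFP (added at 50 uM) then reacted 10 min; fluorescence read at 485/525 nm.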
TSHR antag – human thyrotropin receptor antagonism; 330,000 compounds, 0.2% hits; P16473; activity change, negative = inhibition, % at 11.5 µM; TSHR-expressing cells, TSH-stimulated cAMP HTRF, 2 h; active compounds read low;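 active means activity change below a set negative limit, meaning inhibition stronger than a set level, cut at about -70% in these data; inconclusive means activity change between two set negative limits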; further: on the % scale 0 is the no-effect control and ±100 the full control effect
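Antagonism was scored as loss of TSH-driven cAMP in TSHR cells, stimulated with 4nM TSH (EC80) for 2 hours at 37 deg C and detected by homogeneous HTRF competition immunoassay.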
TRPV1 agonist – agonists of human vanilloid receptor 1 (TRPV1). activation, % at 8.33 µM. AID 540275. TRPV1-expressing cells, Fluo-8 calcium influx, agonist mode. 320,000 compounds, 0.19% hits. Q8NER1; in the data active means activation above about 80%; inconclusive means between about 30% and that limit; further: 0% is about no effect
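Fluo-8 calcium influx in TRPV1-expressing cells, kinetic read (ex 480/em 520 nm). Compound added and read 3 min for agonist activity, followed by capsaicin at EC20 final and 2 min further read for enhancement.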
TCR activator – activates T cell receptor signaling. primary human leukocytes, anti-CD3, IL-2 HTRF, 48 h. Potency, µM (series often up to 9.22 µM), for inactives: at the highest dose activation of IL-2 secretion, actives largely listed as activators. 330,000 tested, under 10 active; further: % of control where 0% means no effect
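Readout: HTRF IL-2, Eu-cryptate/d2 antibody pair, 320nm excitation, 665nm emission. Stimulus: a-CD3 beads, no co-stimulation. Cells: primary human leukocytes. Exposure: 48 hr with compound.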
KCNH2 3.1 block – KCNH2 3.1 (human) potassium channel inhibition; U2OS KCNH2 3.1, thallium flux FluxOr; active compounds read low; AID 720553; activity change, % (tested at about 1.8 µM); 340,000 compounds, 0.95% hits;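 active means maximum activity change below -70%; inconclusive means maximum activity change from -70% to -50%; inactive means maximum activity change above -50%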;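 further: thallium influx rate constant from kinetic fluorescence after stimulation buffer; on the % scale 0 is the no-effect control and ±100 the full control effect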
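Thallium flux read-out: FluxOr dye with Red40 quencher in HBSS/HEPES, 45 min at RT. Rate constants from kinetic reads were normalized to positive and negative DMSO controls. Cells: U2OS virally expressing the 3.1 isoform.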
USP2a inh – inhibitors of human ubiquitin-specific protease USP2a; USP2 core, Ub-CHOP2 coupled fluorogenic reporter, 485/531; O75604; 330,000 compounds, 0.01% hits; Potency, µM (series often up to 38.3 µM), for inactives: top-dose activity change, negative = inhibition, hits mostly inhibitors;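 further: potency means the concentration at half of the fitted maximal effect; plate controls were DMSO wells for no effect and full inhibition by NEM control for full effect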
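Deubiquitinase activity read as fluorescence (485/531 nm) after Ub-CHOP2 cleavage activates the enterokinase reporter on its substrate; USP2 core 10nM, Ub-CHOP2 and substrate 25nM each, 30min compound preincubation then 60min RT; data normalized to NEM, curves fitted.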
* = called active by the depositor; [ ] = remark or other dose. Unless noted, the call rests on the fitted dose curve; in most records, active means well fitted curve in the direction sought with a large enough effect; inconclusive means small, poorly fitted or top-dose-only effect, or another doubt; inactive means no such curve, though single readings can be large; an effect the other way counts as inactive or inconclusive. These rows are one share of the data (hit frequency here may not be typical).

What do the screens show for `CC1CCC(NC(=O)CN2C(=O)c3cccnc3Oc3ccc(Cl)cc32)CC1` (stereo not drawn)?
KCNH2 WT inh: 4.8; A-T KAP1 phos: -4.4%; ELG1 repair inh: inconclusive; Mito fusion act: 23.1%; Eya2 inh: 1.1%; TSHR antag: 20.3; TRPV1 agonist: 21.8; TCR activator: 1.6%; KCNH2 3.1 block: -20.7; USP2a inh: 0.4%

What do the screens show for `Fc1ccc(N2CCN(C3CCC(c4ccccc4)CC3)CC2)cc1` (stereo not drawn)?
KCNH2 WT inh: 38.2; A-T KAP1 phos: -5.0%; ELG1 repair inh: -9.6%; Mito fusion act: -5.6%; Eya2 inh: -4.0%; TSHR antag: 2.7; TRPV1 agonist: -0.2; TCR activator: 1.5%; KCNH2 3.1 block: -36.3; USP2a inh: 2.7%

Results for COCCn1c(=O)[nH]c(=O)c2cc(C(=O)c3cc(OC)ccc3O)cnc21 ?
KCNH2 WT inh: -2.1; A-T KAP1 phos: -9.6%; ELG1 repair inh: -23.7%; Mito fusion act: -0.5%; Eya2 inh: -10.4%; TSHR antag: -10.2; TRPV1 agonist: 0.0; TCR activator: 6.4%; KCNH2 3.1 block: -14.3; USP2a inh: -0.6%

What do the screens show for `O=C1NC2(CCCC2)N=C1c1ccc(F)cc1`?
KCNH2 WT inh: 20.6; A-T KAP1 phos: 1.8%; ELG1 repair inh: 4.8%; Mito fusion act: -1.3%; Eya2 inh: 14.9%; TSHR antag: 4.4; TRPV1 agonist: 0.6; TCR activator: 3.1%; KCNH2 3.1 block: 0.5; USP2a inh: 3.2%

How did CCCCN(C)CCNC(=O)Cn1c(=O)sc2ccccc21 do in these assays?
KCNH2 WT inh: 1.4; A-T KAP1 phos: -5.1%; ELG1 repair inh: 10.9%; Mito fusion act: -0.7%; Eya2 inh: -19.5%; TSHR antag: -5.7; TCR activator: 3.8%; KCNH2 3.1 block: 5.6; USP2a inh: 0.7%

Results for Cc1ccc(S(=O)(=O)N2CCOCC2)cc1C(=O)NC(=S)N1CC(C)CC(C)C1 (stereo not drawn) ?
KCNH2 WT inh: 7.3; A-T KAP1 phos: -8.9%; ELG1 repair inh: inconclusive; Mito fusion act: -3.0%; Eya2 inh: -8.1%; TSHR antag: -6.9; TRPV1 agonist: inconclusive; TCR activator: -4.8%; KCNH2 3.1 block: 11.3; USP2a inh: 2.7%

What do the screens show for `CC(C)(C)c1ccc(NC(=O)c2ccsc2)cc1`?
KCNH2 WT inh: -1.5; A-T KAP1 phos: 4.9%; ELG1 repair inh: inconclusive; Mito fusion act: 7.8%; Eya2 inh: 7.5%; TSHR antag: -15.3; TRPV1 agonist: 83.1*; TCR activator: -2.6%; KCNH2 3.1 block: -9.0; USP2a inh: -3.1%

How did Cc1cc(C(=O)NC2CCCC2)c2ccccc2n1 do in these assays?
KCNH2 WT inh: 7.5; A-T KAP1 phos: 10.6%; ELG1 repair inh: -0.7%; Mito fusion act: 8.8%; Eya2 inh: 11.8%; TSHR antag: -2.5; TRPV1 agonist: -5.5; TCR activator: -1.1%; KCNH2 3.1 block: -1.4; USP2a inh: 0.3%

How did NC(=O)C1Cc2ccccc2CN1S(=O)(=O)c1ccc(Cl)s1 (stereo not drawn) do in these assays?
KCNH2 WT inh: 3.4; A-T KAP1 phos: 5.3%; ELG1 repair inh: -3.2%; Mito fusion act: 11.2%; Eya2 inh: 1.1%; TSHR antag: -14.1; TRPV1 agonist: -0.3; TCR activator: -1.6%; KCNH2 3.1 block: 7.7; USP2a inh: 0.1%

Results for Cc1ccc(-c2nnc(SCC(=O)Nc3sc(C)c(C)c3C#N)n2C)cc1 ?
KCNH2 WT inh: -3.2; ELG1 repair inh: 9.9%; Mito fusion act: 0.0%; Eya2 inh: 3.0%; TSHR antag: -6.7; TRPV1 agonist: -5.1; TCR activator: 10.1%[46.1 µM]; KCNH2 3.1 block: -6.4; USP2a inh: 1.5%

Results for COc1ccc(-n2c(SCC(=O)N3CCCCC3)nc3ccccc3c2=O)cc1 ?
KCNH2 WT inh: -1.5; A-T KAP1 phos: -4.3%; ELG1 repair inh: -7.1%; Mito fusion act: 4.2%; Eya2 inh: inconclusive; TSHR antag: -1.8; TRPV1 agonist: 17.4; TCR activator: 9.4%; KCNH2 3.1 block: -0.2; USP2a inh: -0.2%

Results for N#Cc1c(-c2ccc3c(c2)OCO3)cc[nH]c1=O ?
KCNH2 WT inh: -3.2; A-T KAP1 phos: -10.0%; ELG1 repair inh: inconclusive; Mito fusion act: -2.8%; Eya2 inh: -10.6%; TSHR antag: -0.4; TRPV1 agonist: 0.6; TCR activator: -5.0%; KCNH2 3.1 block: 5.8; USP2a inh: -3.2%

How did COc1ccc(-c2cc3nc4n(c(=O)c3s2)CCC4)cc1 do in these assays?
KCNH2 WT inh: -4.0; A-T KAP1 phos: -0.8%; ELG1 repair inh: inconclusive; Mito fusion act: 14.9%; Eya2 inh: -0.6%; TSHR antag: -7.3; TRPV1 agonist: 12.9; TCR activator: -3.5%; KCNH2 3.1 block: 3.3; USP2a inh: -0.1%

Results for C=CCc1ccc(OCCCCOc2ccc(C(=O)O)cc2)c(OC)c1 ?
KCNH2 WT inh: 3.9; A-T KAP1 phos: 5.2%; ELG1 repair inh: -7.1%; Mito fusion act: inconclusive; Eya2 inh: 10.6%; TSHR antag: -13.9; TRPV1 agonist: 0.8; TCR activator: 2.9%; KCNH2 3.1 block: 5.3; USP2a inh: -0.4%

How did CC(C(=O)Nc1ccc(F)c(F)c1F)N(C)Cc1cccs1 (stereo not drawn) do in these assays?
KCNH2 WT inh: 3.9; A-T KAP1 phos: -0.2%; ELG1 repair inh: -0.2%; Mito fusion act: -1.7%; Eya2 inh: -12.8%; TSHR antag: -11.5; TRPV1 agonist: inconclusive; TCR activator: 0.7%; KCNH2 3.1 block: -3.6; USP2a inh: -0.9%

How did Cc1onc(-c2ccccc2)c1C(=O)Nc1nnc(N(C)Cc2ccccc2)s1 do in these assays?
KCNH2 WT inh: -9.6; A-T KAP1 phos: -0.8%; ELG1 repair inh: inconclusive; Mito fusion act: 5.1%; Eya2 inh: -3.8%; TSHR antag: -17.3; TRPV1 agonist: 3.2; TCR activator: -2.1%; KCNH2 3.1 block: -9.0; USP2a inh: -1.0%

What do the screens show for `Cc1ccc(CN2CCN(/N=C/c3cccn3C)CC2)c(C)c1`?
A-T KAP1 phos: 3.4%; ELG1 repair inh: inconclusive; Mito fusion act: inconclusive; Eya2 inh: 1.5%; TSHR antag: -7.7; TRPV1 agonist: -0.4; TCR activator: 8.2%; KCNH2 3.1 block: -12.9; USP2a inh: -2.2%

Results for S=c1[nH]nc(-c2ccccc2)n1CC1CCCO1 (stereo not drawn) ?
KCNH2 WT inh: 4.5; Mito fusion act: -4.8%; TRPV1 agonist: 2.4; TCR activator: -21.3%; KCNH2 3.1 block: 5.5

What do the screens show for `NC(=O)COC(=O)CSc1cccc2cccc(Cl)c12`?
KCNH2 WT inh: -7.4; A-T KAP1 phos: 1.2%; ELG1 repair inh: 2.6%; Mito fusion act: -2.2%; Eya2 inh: 10.4%; TSHR antag: -8.4; TRPV1 agonist: 11.3; TCR activator: 0.2%; KCNH2 3.1 block: 9.8; USP2a inh: -0.9%

Results for COc1ccc(/C=C2/SC(=S)N(CCCC(=O)Nc3cccc(O)c3)C2=O)cc1 ?
KCNH2 WT inh: 5.0; A-T KAP1 phos: 1.5%; ELG1 repair inh: -17.4%; Mito fusion act: -2.2%; Eya2 inh: -2.2%; TSHR antag: -4.6; TRPV1 agonist: 19.4; TCR activator: 1.7%; KCNH2 3.1 block: -16.7; USP2a inh: 0.4%

How did CCOc1cc(N2CCOCC2)c(OCC)cc1NC(=O)Cc1ccc(OC)c(OC)c1 do in these assays?
KCNH2 WT inh: 1.5; A-T KAP1 phos: -6.2%; ELG1 repair inh: inconclusive; Mito fusion act: -3.7%; Eya2 inh: 9.6%; TSHR antag: 2.2; TRPV1 agonist: 16.6; TCR activator: -2.9%; KCNH2 3.1 block: 1.5; USP2a inh: -2.2%

How did O=C(NCCc1nc2ccccc2[nH]1)/C(=C/c1ccco1)NC(=O)c1ccc(Br)o1 do in these assays?
KCNH2 WT inh: -0.5; A-T KAP1 phos: 0.2%; ELG1 repair inh: inconclusive; Mito fusion act: -1.1%; Eya2 inh: 8.8%; TSHR antag: -13.8; TRPV1 agonist: 10.3; TCR activator: -1.2%[46.1 µM]; KCNH2 3.1 block: -10.4; USP2a inh: 3.5%
